Bioassay records: PubChem, National Center for Advancing Translational Sciences (NCATS)
ALOX15B inhib: 15-hLO-2 (ALOX15B) enzyme inhibition | AID 881 | hit rate 0.56% among 110,000 | O15296 | Potency, µM (series often up to 57.1 µM), for inactives: at the highest dose activity change, negative = inhibition, actives largely listed as inhibitors | purified 15hLO-2, xylenol orange hydroperoxide absorbance; note: potency is the fitted concentration of half-maximal effect; nearly all actives have a fitted effect of over 60% in size; many of its hits are not listed in these tables
Target sequence (O15296 whole entry, looked up): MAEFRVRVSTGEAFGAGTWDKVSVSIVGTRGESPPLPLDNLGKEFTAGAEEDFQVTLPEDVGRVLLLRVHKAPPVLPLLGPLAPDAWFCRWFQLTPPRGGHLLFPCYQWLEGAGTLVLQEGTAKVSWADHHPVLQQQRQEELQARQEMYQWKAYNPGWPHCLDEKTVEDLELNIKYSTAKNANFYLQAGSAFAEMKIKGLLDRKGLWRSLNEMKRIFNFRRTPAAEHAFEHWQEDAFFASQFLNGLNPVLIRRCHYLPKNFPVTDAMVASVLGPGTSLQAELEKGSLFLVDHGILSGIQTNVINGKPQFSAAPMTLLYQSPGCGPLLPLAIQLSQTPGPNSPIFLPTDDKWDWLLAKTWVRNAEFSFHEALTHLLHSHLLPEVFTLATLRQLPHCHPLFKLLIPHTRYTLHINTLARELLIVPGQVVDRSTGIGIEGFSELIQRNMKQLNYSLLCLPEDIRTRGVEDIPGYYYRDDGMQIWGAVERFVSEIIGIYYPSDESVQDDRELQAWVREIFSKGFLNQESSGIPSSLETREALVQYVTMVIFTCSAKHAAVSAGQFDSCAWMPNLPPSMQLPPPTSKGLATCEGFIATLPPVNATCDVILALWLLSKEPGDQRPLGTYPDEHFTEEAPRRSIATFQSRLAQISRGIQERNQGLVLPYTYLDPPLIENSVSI
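Enzyme 50 nM, AA 45 uM, 25 mM Hepes pH 7.5 + 0.01% Triton X-100; cpd preinc 15 min RT, rxn 90 min RT; stop/detect with 200 uM XO + 300 uM Fe(II) in 50 mM H2SO4, 30 min; A573/A405.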
PNC inhibitor: blocks assembly of the perinucleolar compartment; PC3M PTB-GFP, PNC prevalence imaging, 16 h; active compounds read low; hit rate 3.1% among 140,000; activity change (PNC), negative = inhibition, % at 10 µM; AID 2417;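 active = readout at or below -70, meaning at least 70% loss of cells showing the perinucleolar compartment, a nuclear body marking cancer cells; inconclusive = readout between -30 and a set limit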;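 note: plate controls were DMSO wells for no effect and camptothecin positive control wells for full effect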
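PC3M cells stably expressing PTB-GFP, 750–1000 cells/well, treated 16 h at 37 °C with compound (23 nl of library stock), in duplicate. After paraformaldehyde fixation and Hoechst stain, imaged at 20x; PNC prevalence scored by image analysis.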
IMPase inh: membrane-permeable compound that blocks inositol monophosphatase. P97697. CHO-M1 cells, IP1 accumulation, HTRF TR-FRET ratio. inhibition (IP1 accumulation), % at 46.1 µM. 120,000 tested, under 10 active; active = well fitted curve in the direction sought with a large enough effect in the signal ratio, not every such curve was filed as active; inconclusive = small, poorly fitted or top-dose-only effect, or a change in a side signal; inactive = no such curve, though single readings can be large or run the other way; the % refers to the signal ratio;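 note: cells stimulated with carbachol in lithium chloride buffer; plate controls were DMSO basal wells for no effect and reference inhibitor wells for full effect; higher means more IMPase inhibition seen as more IP1 and lower FRET ratio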
Target sequence (P97697 whole entry, looked up): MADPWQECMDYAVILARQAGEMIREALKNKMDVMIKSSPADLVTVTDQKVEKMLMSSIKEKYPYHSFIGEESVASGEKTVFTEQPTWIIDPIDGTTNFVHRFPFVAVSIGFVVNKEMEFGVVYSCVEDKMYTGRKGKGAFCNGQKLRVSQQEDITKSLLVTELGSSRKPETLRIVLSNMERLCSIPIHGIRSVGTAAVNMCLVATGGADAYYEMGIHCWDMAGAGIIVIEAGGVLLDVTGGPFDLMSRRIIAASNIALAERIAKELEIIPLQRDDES
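Cellular IMPase inhibition is scored as a rise in cytosolic IP1, detected by competitive TR-FRET between d2-labelled IP1 and a europium anti-IP1 antibody. M1-expressing CHO cells were stimulated with carbachol for 30 min at 37C, with lithium (50 mM LiCl) present in the buffer.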
12-hLO inh: inhibitors of human 12-lipoxygenase (ALOX12) | P18054 | purified 12-hLO, xylenol orange hydroperoxide absorbance | Potency, µM (series often up to 57.1 µM), for the others: at the highest dose activity change, negative = inhibition, hits mostly inhibitors | hit rate 0.12% among 150,000 | AID 1452; note: potency is the fitted concentration of half-maximal effect; nearly all actives have a fitted effect of over 55% in size; many of its hits are not listed in these tables
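Hydroperoxide output read as Fe(III)-xylenol orange absorbance, 573-to-405 nm ratio, after 30 min reaction with 40 uM arachidonic acid. Enzyme: 150 nM purified human 12hLO, 15 min compound preincubation; 25 mM Hepes pH 7.0, room temperature.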
An asterisk follows results filed as active; ? = inconclusive; / = no result given; [ ] = another dose, or the depositor's remark. Unless noted, calls come from the whole dose curve; as a rule, active = well fitted curve in the direction sought with a large enough effect; inconclusive = small, poorly fitted or top-dose-only effect, or another doubt; inactive = no such curve, though single readings can be large; an effect the other way counts as inactive or inconclusive. Unless noted, % is set by controls: 0 for no effect and ±100 for the full control effect. Only part of the results is shown; count on the stated rates, not on these rows.

entry | Structure | ALOX15B inhib | PNC inhibitor
1 | O=S1(=O)N=C(N2CCN(Cc3ccc4c(c3)OCO4)CC2)c2ccccc21 | 0% | ?
2 | COc1ccccc1-c1cc2nc(C)c(CCC(=O)NCc3ccco3)c(C)n2n1 | -3% | ?
3 | Cc1ccc(-c2nc(CN(C)C)cc(CN(C)C)c2O)cc1 | -2% | ?
4 | CC1CCN(S(=O)(=O)c2ccc(S(=O)(=O)N3CCN4CCCC4C3)cc2)CC1 (configuration not stated) | 5% | 10
5 | CCOC(=O)C1=C(C)NC(=O)NC1c1cc2c(cc1Br)OCO2 (configuration not stated) | / | 186
6 | CCOC(=O)c1c(C)[nH]c(O)c1C=Nc1ccc(C(F)(F)F)cc1 | -29% | -27
7 | CC(C)(C)c1nc(CN2CCOCC2)ccc1O | 9% | ?
8 | CC(=O)c1ccc(N2CCN(C(=O)c3ccco3)C(C)C2)c(F)c1 (configuration not stated) | -7% | -3

entry | IMPase inh | 12-hLO inh
1 | -6 | -1%
2 | -2 | -4%
3 | -15 | 0%
4 | -2 | -5%
5 | -14 | 12%
6 | -2 | 0%
7 | -3 | 5%
8 | -4 | -1%

An excerpt of these results, as labelled records:
[4] CC1CCN(S(=O)(=O)c2ccc(S(=O)(=O)N3CCN4CCCC4C3)cc2)CC1 (configuration not stated)
  ALOX15B inhib = 5%
  PNC inhibitor = 10
  IMPase inh = -2
  12-hLO inh = -5%

[2] COc1ccccc1-c1cc2nc(C)c(CCC(=O)NCc3ccco3)c(C)n2n1
  ALOX15B inhib = -3%
  PNC inhibitor = ?
  IMPase inh = -2
  12-hLO inh = -4%

[8] CC(=O)c1ccc(N2CCN(C(=O)c3ccco3)C(C)C2)c(F)c1 (configuration not stated)
  ALOX15B inhib = -7%
  PNC inhibitor = -3
  IMPase inh = -4
  12-hLO inh = -1%

(next part)
entry | Structure | ALOX15B inhib | PNC inhibitor
9 | O=C(c1ccc(CSc2nc3ccncc3[nH]2)cc1)N1CCN(c2cccc(Cl)c2)CC1 | / | 2
10 | COC(=O)Cc1nnc(NC(=O)c2ccccc2)s1 | -11% | -95*
11 | CC[C@H](C)N(C)C(=O)c1cc2ccccc2c(-c2ccccc2Cl)n1 | 5% | /
12 | Cc1ccccc1N(CC(=O)N/N=C/c1ccc(N(C)C)cc1)C(=O)c1ccccc1 | -7% | ?
13 | Cc1ccccc1-c1nnc(NC(=O)CSc2nc3ccccc3s2)s1 | / | 11
14 | CCOC(=O)c1ccc(N=Cc2nc(-c3ccccc3)oc2OC(C)=O)cc1 | ? | 35
15 | CCc1ccc2oc(=O)cc(CN3CCC(C)CC3)c2c1 | -2% | 0
16 | COC(=O)Cn1c(=NC(=O)C(C)(C)C)sc2c(C)cc(C)cc21 | -6% | -25

entry | IMPase inh | 12-hLO inh
9 | / | -2%
10 | 2 | -7%
11 | 6 | -3%
12 | -2 | 6%
13 | / | 3%
14 | -1 | -1%
15 | -3 | -6%
16 | 10 | -2%

More results:
entry | Structure | ALOX15B inhib | PNC inhibitor
17 | CCOC(=O)N1CCN(C(=O)c2cnn3ccccc23)CC1 | 3% | ?
18 | CN1CCN(Cc2nc3cccc4c3c([n+]2[O-])-c2ccccc2-4)CC1 | 0%[11.4 µM] | /
19 | COc1ccc(OC)c(N(CC(=O)Nc2ccc3c(c2)OCO3)S(=O)(=O)c2ccccc2)c1 | -4%[11.4 µM] | 8
20 | CCOC(=O)c1c(C2COc3ccccc3O2)csc1N (configuration not stated) | 0% | ?
21 | Cc1occc1C(=O)NC(C)C(C)(C)C (configuration not stated) | -3% | -8
22 | O=C(CNc1n[nH]c(=O)[nH]c1=O)N/N=C/c1cccnc1 | / | -25
23 | Cc1ccc(CSCC(=O)N/N=C/c2sccc2C)cc1 | -12% | 27
24 | CCSc1nnc(NC(=O)c2ccc(Br)s2)s1 | -6% | 26

entry | IMPase inh | 12-hLO inh
17 | 2 | 12%
18 | / | 0%[11.4 µM]
19 | -15[1.84 µM] | -3%
20 | 19 | -16%
21 | ? | 1%
22 | -6 | -2%
23 | 5 | -3%
24 | 13 | -5%

Five entries from above, set out differently:
| cpd | mol | ALOX15B inhib | PNC inhibitor | IMPase inh | 12-hLO inh |
| --- | --- | --- | --- | --- | --- |
| 18 | CN1CCN(Cc2nc3cccc4c3c([n+]2[O-])-c2ccccc2-4)CC1 | 0%[11.4 µM] | / | / | 0%[11.4 µM] |
| 19 | COc1ccc(OC)c(N(CC(=O)Nc2ccc3c(c2)OCO3)S(=O)(=O)c2ccccc2)c1 | -4%[11.4 µM] | 8 | -15[1.84 µM] | -3% |
| 20 | CCOC(=O)c1c(C2COc3ccccc3O2)csc1N (configuration not stated) | 0% | ? | 19 | -16% |
| 21 | Cc1occc1C(=O)NC(C)C(C)(C)C (configuration not stated) | -3% | -8 | ? | 1% |
| 22 | O=C(CNc1n[nH]c(=O)[nH]c1=O)N/N=C/c1cccnc1 | / | -25 | -6 | -2% |

Whole records from above. Values in the order: ALOX15B inhib	PNC inhibitor	IMPase inh	12-hLO inh
`CCc1ccc2oc(=O)cc(CN3CCC(C)CC3)c2c1` in the list: -2%	0	-3	-6%
`CC[C@H](C)N(C)C(=O)c1cc2ccccc2c(-c2ccccc2Cl)n1` in the list: 5%	/	6	-3%

Continuation:
entry | Structure | ALOX15B inhib | PNC inhibitor
25 | O=C1C2C3C=CC(C3)C2C(=O)N1c1ccc(-c2nc3ccccc3o2)cc1 (configuration not stated) | -5% | ?
26 | COc1cccc(C=Nc2cc(C)cc(C)c2)c1O | / | ?
27 | CSc1nccc(Oc2ccc(C#N)cc2)n1 | / | -11
28 | CCCCOCCCNC(=O)N[C@@H](CCSC)C(=O)OC | -1% | 7
29 | O=C(CSc1nc2ccccc2s1)N1c2ccccc2Sc2ccc(Cl)cc21 | -3% | ?
30 | S=c1[nH]nc(-c2ccco2)n1/N=C/c1cccc(Cl)c1Cl | / | 46
31 | CC(C)Cn1c(N)c(C(=O)CSc2nc3ccccc3n2C)c(=O)n(C)c1=O | -1% | 48
32 | COCCNC(=O)c1onc(CSc2cc(C)cc(C)c2)c1C(=O)O | -4% | -11

entry | IMPase inh | 12-hLO inh
25 | -7 | 1%
26 | / | 0%
27 | / | -3%
28 | -10 | -3%
29 | -15 | 3%
30 | / | -4%
31 | -4 | -2%
32 | 6 | 1%

Additional structures
entry | Structure | ALOX15B inhib | PNC inhibitor
33 | CCOc1cccc2sc(NC(=O)CC)nc12 | 5% | 16
34 | CCOC(=O)N(NC(=O)C(O)(c1ccccc1)c1ccccc1)c1ccccc1 | / | 52
35 | Cc1cc(=O)oc2cc(OCC(=O)OCC(=O)Nc3ccc4ccccc4c3)ccc12 | / | -3
36 | COc1ccc(-c2c3c(=O)n(C)c(=O)n(C)c3cn2NC(C)=O)cc1 | -1% | 17
37 | O=C(COc1ccc(/C=N/NC(=O)c2ccccc2)cc1)Nc1ccc([N+](=O)[O-])cc1 | / | 13
38 | COC(=O)Oc1ccccc1C(=O)O | 0% | /
39 | COc1ccc(OCC(=O)N(C)Cc2ccccc2)cc1 | 4% | 32
40 | OCc1ccccc1O[C@@H]1O[C@H](CO)[C@@H](O)[C@H](O)[C@H]1O | 2% | /

entry | IMPase inh | 12-hLO inh
33 | 3 | 13%
34 | 17 | -1%
35 | / | -4%
36 | -6 | -8%
37 | -1 | 0%
38 | / | -2%
39 | 3 | 3%
40 | -6 | -4%

Going on with the list:
entry | Structure | ALOX15B inhib | PNC inhibitor
41 | COc1ccc(CNC(=O)c2ccc(CNc3c(NC4CCCCC4)c(=O)c3=O)cc2)cc1 | / | 20
42 | COc1cc2c(cc1OC)C(C(=O)N1CCCC1)C(c1ccccc1F)N(C)C2=O (configuration not stated) | 1% | ?
43 | CCCc1[nH]nc2c1C(c1ccc(OC(=O)c3ccco3)cc1)C(C#N)=C(N)O2 (configuration not stated) | -5% | 17
44 | C=CCOc1c(CNn2nnnc2N)cccc1OC | / | 30
45 | COc1ccccc1N1CCN(S(=O)(=O)c2ccc3c4c(cccc24)C(=O)N3C)CC1 | 7%[2.29 µM] | -25
46 | COc1ccc(OC)c(NC(=O)COC(=O)Cc2ccc(-c3ccccc3)cc2)c1 | / | ?
47 | CCOc1ccc(OCC(=O)Nc2ccc(OC)cc2)cc1 | 6% | -4
48 | COc1ccc(-n2nnc3c(=O)n(Cc4ccccc4C)cnc32)cc1 | -21% | ?

entry | IMPase inh | 12-hLO inh
41 | / | -4%
42 | -14 | 3%
43 | 1 | -5%
44 | -8 | 3%
45 | -2 | 1%
46 | -7 | 0%
47 | -1 | -3%
48 | 9 | -7%

(listing goes on)
entry | Structure | ALOX15B inhib | PNC inhibitor
49 | N/C(Cc1ccc([N+](=O)[O-])cc1)=N\OC(=O)COc1ccccc1Cl | / | -14
50 | NC(=O)c1ccsc1NC(=O)c1cc(=O)c2ccccc2o1 | / | 16
51 | Cc1ccccc1-n1c(=O)c2ccccc2n2cnnc12 | 1% | ?
52 | COc1ccc(C2C(C(=O)NCc3ccccc3)=C(C)Nc3ncnn32)cc1OC (configuration not stated) | 2% | ?
53 | CCn1nnc(NC(=O)c2sc3ccccc3c2Cl)n1 | / | -17
54 | CCOc1ccc(/C=N/NC(=O)Cc2csc(Nc3cccc(C(F)(F)F)c3)n2)c(OCC)c1 | 34%[activator] | ?
55 | CCN(CC)CCNC(=O)c1cc2c(=O)n(C)c3ccccc3c2n1C | 6% | 16
56 | COC(=O)c1ccc(=O)n(-c2ccc(OC)cc2)c1 | 0% | 29

entry | IMPase inh | 12-hLO inh
49 | / | -2%
50 | / | 3%
51 | -3 | -2%
52 | 11 | 2%
53 | 1 | -5%
54 | 7 | -4%
55 | 11 | 3%
56 | 2 | -5%

The listing continues:
entry | Structure | ALOX15B inhib | PNC inhibitor
57 | c1cnc2ccc(C(c3nnnn3C3CCCC3)N3CCN(c4nc5ccccc5s4)CC3)cc2c1 (configuration not stated) | 20% | 45
58 | Cc1ccccc1NC(=S)NCc1cccn1C | / | 2
59 | NC(=O)c1c(C(F)(F)F)cc(-c2ccccc2)nc1NCCO | -2% | 6
60 | O=C(Nc1cccc(Cl)c1)c1ccc2c(=O)n3c(nc2c1)CCCCC3 | 5% | 18
61 | CC1(C)Cc2cccc(OCC(=O)Nc3cc(C(F)(F)F)ccc3N3CCOCC3)c2O1 | 3% | ?
62 | Cc1ccc(S(=O)(=O)CCSc2nc(C)cc(C(F)(F)F)c2C#N)cc1 | / | -119*
63 | OC12CCCCC1C(c1ccc3c(c1)OCO3)N(Cc1cccc(F)c1)CC2 (configuration not stated) | -4% | -23
64 | CN1CCN(C(=S)Nc2ccc(Cl)c(Cl)c2)CC1 | / | 46

entry | IMPase inh | 12-hLO inh
57 | 3 | 1%
58 | / | -2%
59 | -7 | 0%
60 | 9 | -1%
61 | 9 | 0%
62 | -8 | 1%
63 | 3 | -5%
64 | / | -4%

Next entries follow:
entry | Structure | ALOX15B inhib | PNC inhibitor
65 | CS(=O)(=O)N1CCC2(CCN(C(=O)Nc3cccc(C#N)c3)CC2)CC1 | -3% | /
66 | COCCN1Cc2cccc(C(=O)NCc3cccnc3)c2C1=O | -7% | 34
67 | CC1=NN(c2ccc(C)cc2)C(=O)/C1=C\C=C\c1ccccc1 | / | 13
68 | CCc1cccc(NC(=O)C2CCCN(S(=O)(=O)c3c(C)[nH]c(=O)[nH]c3=O)C2)c1 (configuration not stated) | 3% | 21
69 | O/N=C/c1cc(Cl)ccc1OCc1ccccc1Cl | -7% | -15

entry | IMPase inh | 12-hLO inh
65 | / | 1%
66 | 3 | 6%
67 | / | -5%
68 | -4 | -2%
69 | 8 | -3%
